Screening data from PubChem.
Polio RdRp inh = inhibitors of poliovirus RNA polymerase binding and polymerization; P03300; poliovirus polymerase elongation, fluorescence polarization; hits give low values; % elongation, % (compound at 16.7 µg/mL); 150,000 tested, 0.66% active; AID 588519; in the data active = % elongation below about 90%; note: some results filed as inactive read as strong as hits
Target sequence (P03300 1749-2209 limits assumed): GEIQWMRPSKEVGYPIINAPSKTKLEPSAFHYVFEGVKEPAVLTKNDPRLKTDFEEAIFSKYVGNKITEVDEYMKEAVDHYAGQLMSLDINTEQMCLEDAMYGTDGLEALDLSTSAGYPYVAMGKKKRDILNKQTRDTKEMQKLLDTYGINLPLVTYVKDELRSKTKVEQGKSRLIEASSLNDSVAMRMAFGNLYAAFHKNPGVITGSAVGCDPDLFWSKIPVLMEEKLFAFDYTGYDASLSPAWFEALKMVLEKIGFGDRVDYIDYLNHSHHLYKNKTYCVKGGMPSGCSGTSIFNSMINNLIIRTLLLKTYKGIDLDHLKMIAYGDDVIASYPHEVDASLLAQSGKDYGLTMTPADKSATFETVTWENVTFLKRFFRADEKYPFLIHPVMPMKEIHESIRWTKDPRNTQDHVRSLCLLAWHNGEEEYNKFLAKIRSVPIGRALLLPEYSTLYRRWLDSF
Polio RdRp inh FP z-score = second read-out of Polio RdRp inh, no call of its own (marks repeat the call); z-score; measured here: FP z-score; hits read low
Starred values were filed as active, the others as inactive; & = joins results of further samples. The list is partial (hit frequency here may not be typical).

SMILES	Polio RdRp inh	Polio RdRp inh FP z-score
COc1ccccc1C(=O)Nc1ccccc1C(=O)OCc1cc(=O)n2c(C)csc2n1	109	0.7
Cc1nc2cc(C(=O)OCC(N)=O)ccc2n1-c1ccccc1	102	0
CNC(=O)C1CCC(Cn2c(=O)c3sccc3n(CC(=O)NCc3ccc(C)cc3)c2=O)CC1 (stereo unspecified)	109	0.5
FCc1nc2ccccc2s1	100	-0.3
COc1ccc(C(=O)CC2(O)C(=O)N(Cc3ccccc3Cl)c3ccccc32)cc1 (stereo unspecified)	106	0.2
O=C1N=C(N2CCCC2)S/C1=C/c1ccc(O)cc1	103	0.4
CC(=O)OCC(COC(C)=O)OC(C)=O	101	0.3
N#C/C(=C\Nc1ccc(F)c(Cl)c1)C(=O)C1CC1	100	-0.6
COc1ccc(NS(=O)(=O)c2ccc3oc(SC)nc3c2)cc1	82*	-2.2*
O=S(=O)(c1ccc(Br)cc1)c1nnn2c1nc(NCCc1ccccc1)c1sccc12	111	0.7
CCOC(=O)c1ccc(NC(=O)C(C)Sc2nc(O)c(NC(C)=O)c(=O)[nH]2)cc1 (stereo unspecified)	99	-0.2
O=C1CC(c2cccc(Cl)c2)CC(O)=C1C=NC1CCCC1 (stereo unspecified)	104	0.2
O=S(=O)(Nc1ccccc1)c1cccc2nsnc12	101	-0.6
CCn1c(=O)c(C(=O)NC)c(O)c2ccccc21	112	0.7
CCc1ccccc1NC(=O)c1sc(-n2nc(C)c(Cc3ccc4c(c3)OCO4)c2C)nc1C	101	-0.2
CC1CCCCN1C(=O)COC(=O)c1ccc(-n2cnnn2)cc1 (stereo unspecified)	104	0.3
FC(F)(F)c1cc(Cl)c2nc(CSc3ncccn3)cn2c1	102	0.1
S=C1NCN(CCc2ccccc2)CN1CC1CCCO1 (stereo unspecified)	103	0.3
Cc1ccc(CSC2=NC(C)(C)Nc3ccccc32)c(C)c1	102	-1.4
O=C1NN(c2ccccc2)C(=O)/C1=C/c1ccc(Br)cc1	98	-0.5
COc1cccc(/C=C2\Oc3ccccc3NC2=O)c1	99	-0.6
CCOc1ccc(CN(C)C(=O)c2cn3ccccc3n2)cc1	102	0
O=C(CCn1c(=O)c2cccn2c2cccnc21)Nc1ccccc1Br	107	0
O=C(O)CCC(=O)Nc1ccc(N2CCCCC2)c(C(=O)O)c1	101	-0.2
CCOC(=O)c1oc2ccccc2c1COC(=O)c1ccccc1OCC	108	0.4
O=C(CO/N=C/c1cccs1)N1CCCc2ccccc21	109	0.8
O=c1sc2ccccc2n1CCCOc1ccccc1Cl	102	0.2
COc1ccc(-n2cc(C(=O)Nc3ccccc3C#N)c3ccccc3c2=O)cc1	102	-1
COc1cc2c(cc1OC)C(COc1ccc3c(C)cc(=O)oc3c1)N(C(=O)C1CC1)CC2 (stereo unspecified)	100	-0.9
COCc1cc(C)nc2c1C(=O)NC(c1ccc(NC(C)=O)cc1)N2Cc1ccccc1 (stereo unspecified)	104	-0.2
Cc1nc2ccc(NC(=O)C(C)(C)C)cc2s1	102	0.1
COC(=O)C1=C(CNC2CCCCC2)NC(=O)NC1c1cccc(OC)c1 (stereo unspecified)	105	1.3
NC1=Nc2cccc3cccc1c23	77	-2
Cc1c(C(=O)N2CCc3ccccc32)sc2nc3n(c(=O)c12)CCCC3	102	-0.6
CCc1ccc(NC(=O)c2cc3c(=O)n(CC)c4ccccc4c3s2)cc1	101	-0.7
CC(=O)Nc1ccccc1O	99	0.1
O=C(NCc1ccccc1)c1ccccc1NCC(=O)N1CCCCC1	106	0.4
O=C(C(O)c1ccccc1)N1N=C2CCCCC2C1(O)C(F)(F)F (stereo unspecified)	102	1
Cc1ccc(C)c(Cn2c(=O)n(Cc3ccc4c(c3)OCO4)c(=O)c3oc4ccccc4c32)c1	107	0
O=S(=O)(c1cccc(F)c1)N1CCN(c2nc3ccc(Cl)cc3s2)CC1	102	0.2
N#C/C(=C\c1ccc(-c2ccc(S(=O)(=O)N3CCOCC3)cc2)o1)C(=O)NCc1ccccc1	128	2.4
COC(=O)c1c2ccccc2c(C)c2ccccc12	102	-0.3
CCC(C)NC(=O)c1ccc2c(c1)N(Cc1ccccc1)C(=O)c1ccccc1S2 (stereo unspecified)	98	-2
COc1ccc(N2CCN(S(=O)(=O)CCNC(=O)c3ccc(OC(C)C)cc3)CC2)cc1	109	0.6
CCOC(=O)c1sc2ncn(C(C)C(=O)OCc3ccccc3)c(=O)c2c1C (stereo unspecified)	103	-0.1
COc1ccc(C2C=C(C(=O)O)Nc3ncnn32)cc1OC (stereo unspecified)	102	-0.6
OCCSCCc1ccncc1	101	0.4
CC(C)N(C(=S)NCc1ccccc1)C(C)C	101	0.2
CC(C)(Oc1ccc(Cl)cc1)C(=O)N1CCCCC1	104	0
Cc1cc(=O)[nH]c2ccccc12	100	-0.3

(next part)
SMILES	Polio RdRp inh	Polio RdRp inh FP z-score
Cc1cc(OCC(=O)Nc2cnn(CCCC(=O)O)c2)ccc1Cl	100	-0.6
O=C1CSCC(=O)N1c1csc(C(F)(F)F)c1-c1ccccc1	103	0.6
Cc1cc(-c2nnc(SCC(N)=O)n2CC2CCCO2)cs1 (stereo unspecified)	101	-0.8
CCOc1ccc(N/C=C/C(=O)c2ccco2)cc1	101	0.3
CCc1ccccc1Nc1nn2c(=O)c3ccc(C(=O)NCc4cccs4)cc3nc2s1	100	-1.4
CCCCCCc1c(C)c2c(cc(C)c3c(C)c(C)oc32)oc1=O	100	-1.5
COc1ccc(-c2nc3scc(CCNS(=O)(=O)c4ccc(C)cc4)n3n2)cc1	101	-1.3
COc1cccc(/C=N/NC(=O)Cc2cccs2)c1	105	0.7
C=CCN(CC=C)C(=O)c1ccc(N2C(=O)CCC2=O)cc1	97	-0.8
O=C(COc1ccc(-n2cnnn2)cc1)Nc1ccccc1	108	0.5
NNC(=S)Nc1ccc(S(=O)(=O)N2CCOCC2)cc1	107	0
CCN(CC)c1ccc(-n2nc3cc(C)c(N)cc3n2)cc1	99	-0.2
OCCN1C2=NCCCN2c2ccccc21	100	-0.4
Cc1ccc(N(C(=O)Nc2c(-c3c(Cl)cccc3Cl)noc2C)S(C)=O)cc1 (stereo unspecified)	103	0.4
O=C(CCc1c[nH]c2ccccc12)Oc1ccc(F)cc1	103	0.3
CCc1ccc(NS(=O)(=O)c2ccc3c(c2)CC(=O)N3)cc1	101	0.1
CCOC(=O)c1c(C)[nH]c(C)c1S(=O)(=O)NCC(=O)N1CCN(c2cc(Cl)ccc2C)CC1	103	-0.2
Cc1nn(S(=O)(=O)c2ccc(C(C)C)cc2)c(C)c1S(=O)(=O)N1CCCCC1	107	0.1
CCOC(=O)c1c(C)oc(C)c1CN	101	0
CN(C)CCCn1c(-c2ccccc2)csc1=Nc1ccccc1	99	-0.2
N#CC(=C1CCCC1)c1nc2ccccc2[nH]1	97	-1.9
COc1ccc(N(Cc2ccccc2)C(=O)c2nc(SC)ncc2Cl)cc1	121	0.4
Cc1nn(-c2ccccc2)c2sc(C(=O)O)cc12	103	0.3
Cc1ccc(NC(=O)CN(C)C(=O)Cn2c(=O)oc3ccccc32)cc1	108	0.9
Cc1cc(C)cc(-n2c(SCC(=O)Nc3ccccc3)nc3c(oc4ccccc43)c2=O)c1	110	2
CCOc1ccc2nc(NC(=O)c3cc(=O)c4cc(C)cc(C)c4o3)sc2c1	107	0
Cc1ccc(S(=O)(=O)c2nc(-c3ccccc3)oc2N2CCN(c3ccccc3)CC2)cc1	107	0.2
COCCCn1c(=N)c(C(=O)NCc2cccnc2)cc2c(=O)n3cc(C)ccc3nc21	113	0.3
CC(O)/C=C/c1ccc2ccccc2n1 (stereo unspecified)	99	-0.5
Cc1nn(C)c(C)c1Nc1n[nH]c(N)n1	103	-0.1
CCOC(=O)c1c(C)[nH]c(C)c1S(=O)(=O)N1CCCC(C(=O)Nc2ccc(C)cn2)C1 (stereo unspecified)	118	0.8
CCOC(=O)C1=C(NN(C)c2ccc(OC)cc2)CN(C(=O)c2ccccc2)C1	109	0.8
C/C(=N\N1C(=O)c2ccccc2NC12CCCCC2)c1ccccc1O	103	0.6
OCC1OC(Nc2ccccc2)CC1O (stereo unspecified)	106	0.5
O=C(NCCc1ccccc1)c1ccc2c(c1)N(Cc1ccc(Cl)cc1)C(=O)CS2	106	0.4
O=C(CN1C(=O)CC(c2ccco2)Sc2ccccc21)Nc1ccc(C(F)(F)F)cc1 (stereo unspecified)	102	-0.8
O=C(CSc1ccccn1)Nc1ccccc1C(F)(F)F	99	-0.1
Cc1cc(Cl)c(S(=O)(=O)NCc2ccco2)cc1OCC(=O)NC1CCCCC1	103	1.4
Cc1ccc(C(=O)NCC(c2ccc3c(c2)OCO3)N2CCOCC2)cc1 (stereo unspecified)	105	-0.6
O=C(CN(C(=O)CSc1nc2ccccc2o1)c1cccc(F)c1)NC1CCCCC1	102	0
CCC1Oc2ccccc2N(Cc2ccccc2C)C1=O (stereo unspecified)	99	-0.5
COCCCNC1CCC(C)C1 (stereo unspecified)	99	-0.2
Cc1ccccc1S(=O)c1ccccc1C(=O)O (stereo unspecified)	97	-0.9
Cc1cc(C)n(C(C)CC(=O)Nc2ccc(C)c(N(C)C)c2)n1 (stereo unspecified)	110	1.1
Cc1nn(-c2ccccc2)c(C)c1P(=Nc1ccccc1C(=O)O)(N1CCOCC1)N1CCOCC1	104	0.4
O=C(O)CCNc1ccc(Cl)cn1	107	0.9
CCCCCc1nnc(NC(=O)c2cccc(S(=O)(=O)N3CCCC3)c2)s1	101	-0.2
COc1ccc(C(=O)NCCCCN2CCN(c3ncccc3C(F)(F)F)CC2)cc1	101	-0.3
N#Cc1cnn(-c2ccc(F)c(Cl)c2)c1N	100	-0.4
COc1cccc(NC(=O)c2sc3nc(C)c(C(=O)Nc4ccc(Cl)cc4)c(-c4ccc(Br)cc4)c3c2N)c1	100	-1.3

(further entries)
SMILES	Polio RdRp inh	Polio RdRp inh FP z-score
O=C(NC1CC1)c1ccccc1I	100	0.1
CC1CC(C)CN(C(=O)COC(=O)c2ccc(C#N)cc2)C1 (stereo unspecified)	101	-0.2
COc1cccc(/C=C/c2nc(C#N)c(N3CCN(C)CC3)o2)c1	105	-0.7
CCCCC/C=C\CC(O)/C=C/c1cccc(CC(O)CCCCO)n1 (stereo unspecified)	101&100	-0.2&0
CCOc1ccc(N2CC(NC(=O)/C=C\c3ccc4c(c3)OCO4)CC2=O)cc1 (stereo unspecified)	113	1.4
CC1CCC(NC(=O)CCC(=O)Nc2nc(-c3cc4ccccc4oc3=O)cs2)CC1 (stereo unspecified)	104	0.6
Nc1nc2ccc(N3CCOCC3)cc2s1	103	-0.3
Cc1cc(C)c2c(=O)n(CC(=O)Nc3ccc(Cl)cc3)sc2n1	103	0.8
CCc1ccc(S(=O)(=O)c2nnn3c2nc(N2CCOCC2)c2sccc23)cc1	108	0.3
Cc1ccc(-c2cn3c(n2)sc2cc(C(=O)NC(C)C)ccc23)cc1	106	2.3
Cc1[nH]c2ccccc2c(=O)c1CO	104	0.4
CC(=O)N1N=C(c2cccc(C)c2)OC1c1ccccc1C (stereo unspecified)	99	-0.7
COc1ccc(S(=O)(=O)N(CC(=O)Nc2ccccc2Br)Cc2ccccc2)cc1	106	0.3
CCN(CC)S(=O)(=O)c1cc(-c2nnc(Nc3ccc(OC)c(C(N)=O)c3)c3ccccc23)ccc1C	107	0.5
Cc1noc(C)c1COC(=O)c1ccccc1NC(=O)c1ccco1	105	0.2
CCOC(=O)CN1C(=O)/C(=C\c2ccc(OC)c(Br)c2)Sc2ccccc21	99	-1
O=C(Nc1cccc(F)c1)C1CCCN(S(=O)(=O)c2cccc3cccnc23)C1 (stereo unspecified)	104	0
Cc1cc(Br)cc2c(C(=O)OCC(=O)c3ccccc3)cc(-c3ccccc3)nc12	108	0.9
Cc1nc(SCC(=O)Nc2ccccc2Cl)cc(-c2ccccc2)n1	99	-0.5
COc1ccc(NC(=O)C(c2ccc(C)cc2)N(C)C(=O)Cc2cccs2)cc1 (stereo unspecified)	109	0.7
CCCSc1nnc(CN2CCOCC2)n1C	103	0.2
CCCOc1ccc(CN2C(=O)C(=O)c3cccc(C)c32)cc1	106	-0.2
O=C(NCC1COc2ccccc2O1)c1ccc(=O)[nH]c1 (stereo unspecified)	108	0.9
O=C1c2ccccc2C(=O)N1CCCC(=O)n1ccc2ccccc21	99	-0.7
